NOD2 inhibition: inhibition of NOD2-driven NF-kB reporter – cell-based, luminescence, uHTS, HEK293 (AID 1566). HEK293 NOD2/NF-kB luciferase reporter, luminescence; higher % means a stronger effect. hit rate 0.63% among 290,000. inhibition, % at 4 µM, or EC50 in µM where a hit was titrated; note: many of its hits are not listed in these tables
KOR beta-arrestin-1: KOR agonists, beta-arrestin recruitment, primary screen, cell-based, luminescence, uHTS (AID 1777). activation, % at 10 µM; hits with a dose series show EC50 in µM. KOR beta-arrestin recruitment, luminescence; higher % means a stronger effect. hit rate 0.02% among 280,000; in the data active = activation above about 50%, passing the limit was not always enough; note: a part of the inactive calls stands beside numbers as strong as those of hits
NOD1 NF-kB reporter: inhibition of NOD1-driven NF-kB reporter – cell-based, luminescence, uHTS, primary screen (AID 1578); one-dose inhibition, % at 4 µM; EC50 in µM for titrated hits; hit rate 1% among 290,000; NOD1-driven NF-kB luciferase reporter cells, luminescence; higher % means a stronger effect; in the data active = inhibition mostly above about 36%, no sharp cut-off; inactive = mostly below about 34%;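 note: HEK-293T reporter cells stimulated with the NOD1 agonist gamma-tri-DAP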
Dengue-2 NS5 capping: Dengue-2 NS5 methyltransferase inhibitors, primary screen, biochemical, confirmation dose response (AID 588689); hit rate 0.3% among 340,000; inhibition, % at 25 µM; hits with a dose series show IC50 in µM; Dengue-2 NS5 methyltransferase capping enzyme assay, biochemical; higher % means a stronger effect; in the data active = a potency from the dose series; inconclusive = inhibition above about 29% without an active follow-up result
AID2073: inhibitors of Mint1-CaV2.2 protein interaction, biochemical, HTRF (AID 2073) | HTRF protein-protein interaction, Mint1-CaV2.2; higher % means a stronger effect | hit rate 0.19% among 290,000 | inhibition, % at 20 µM, or IC50 in µM where a hit was titrated; in the data active = inhibition mostly above about 51%, no sharp cut-off; inconclusive = no clear call, values can overlap the other calls; inactive = mostly below about 53%; note: some results filed as inactive read as strong as hits
HIV fusion peptide: cell-free HIV fusion peptide-binding blockers – biochemical, uHTS, fluorescence dequenching, primary screen (AID 1986); cell-free peptide binding, fluorescence dequenching, 30 min; higher % means a stronger effect; one-dose inhibition, % at 20 µM; IC50 in µM for titrated hits; hit rate 0.3% among 290,000; in the data active = inhibition mostly above about 52%, no sharp cut-off; inactive = mostly below about 76%; note: some results filed as inactive read as strong as hits
KOR beta-arrestin-2: KOR antagonists, beta-arrestin recruitment, cell-based, luminescence, uHTS (AID 1778) | KOR beta-arrestin recruitment, luminescence, antagonist mode; higher % means a stronger effect | one-dose inhibition, % at 10 µM; IC50 in µM for titrated hits | hit rate 0.091% among 290,000; note: strong numbers were not always called active
West Nile virus CPE: West Nile virus antiviral activity, cell-based, CPE readout (AID 1621); hit rate 0.02% among 290,000; CPE inhibition, % at 10 µM, or IC50 in µM where a hit was titrated; West Nile virus-infected cells, CPE inhibition; higher % means a stronger effect; in the data active = a potency from the dose series; inconclusive = CPE inhibition mostly from about 3.7% at the one dose, without a potency; inactive = the rest, 99 in 100 with CPE inhibition below about 2.2%; note: strong numbers were not always called active
Yfh1-depleted yeast: mitochondrial function rescue without frataxin homolog – Friedreich's ataxia, plus single-dose screen, dose response (AID 1465); S. cerevisiae Yfh1-off respiration, WST-1 reduction, 72 h; higher fold induction means a stronger effect; hit rate 0.074% among 220,000; fold induction at 50 µM; hits with a dose series show EC50 in µM;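 active = fold induction of absorbance versus untreated yeast above a set limit, then at least 30% activation at any dose in follow-up; inconclusive = repeats straddling the limit, or above it without dose testing; inactive = fold induction below the set limit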;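 note: activators that raise dye reduction in frataxin-depleted yeast; strong numbers were not always called active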
Starred values were filed as active, the others as inactive; i = inactive; ? = inconclusive; / = not tested or not shown. Cut-off read from the data, not from the text of the source, unless noted: active = inhibition above about 50%; inactive = the rest. A portion of the library. The share of hits here may be higher or lower than overall.

1	CCOc1cc(S(=O)(=O)N2CCC(Cc3ccccc3)CC2)c(OCC)cc1-n1cnnn1
2	CCCc1ncc(CN2CCC(C(=O)Nc3cccc(-c4cscn4)c3)CC2)cn1
3	O=c1[nH]c2c(n(C3CCCCC3)c1=O)CCC2
4	CC1CC(Nc2cccc(O)c2)=CC(=O)O1 (configuration not stated)
5	Cc1cc(N=Nc2ccc3ccccc3c2)ccc1O
6	CCOC(=O)c1[nH]c(C)c(C(=O)OCc2ccccc2F)c1C
7	C=CCSc1ccsc1C(=O)O
8	CCn1c(SCC(=O)NC2CCCCC2)nnc1-c1ccccc1F

compound no. | 1 | 2 | 3 | 4 | 5 | 6 | 7 | 8
NOD2 inhibition | -13.5% | 41.1% | -4.4% | 8.9% | -36.8% | -21.2% | -10.2% | 2.3%
KOR beta-arrestin-1 | -2.5% | 3.8% | 1.9% | 3.7% | -4.3% | -2.7% | 1.4% | 7.9%
NOD1 NF-kB reporter | 13.9% | -14.8% | -11.5% | -3.1% | -17.5% | 47.4% | 0.2% | -5.6%
Dengue-2 NS5 capping | 1.4% | -3.6% | -11.2% | 8.1% | 5.9% | -11.4% | -0.8% | -3.2%
AID2073 | 10.9% | 7.9% | 4.1% | -1.6% | -0.9% | 12.2% | 9.2% | -10.3%
HIV fusion peptide | -2.4% | -1.8% | -0.7% | -1.7% | -1.1% | -2.0% | 4.1% | 2.1%
KOR beta-arrestin-2 | -14.5% | -56.0% | -25.5% | -23.2% | -2.9% | 22.5% | -31.8% | -31.7%
West Nile virus CPE | -0.6% | -0.6% | 0.0% | 0.1% | -1.5% | 1.8% | -0.7% | -1.1%
Yfh1-depleted yeast | i | / | i | i | / | / | i | /

9	O=C(CSc1nnc(Cc2csc(Nc3cccc(Cl)c3)n2)o1)N1CCc2ccccc21
10	COCCN1C(=O)N[C@@H](c2cccc(F)c2)C(C(=O)OC)=C1C
11	COc1cc(C(=O)O/N=C(\N)c2cccc([N+](=O)[O-])c2)cc(OC)c1OC
12	O=C(c1ccc2c(c1)OCO2)N1CCCc2ccccc21
13	CCOc1ccc(OCCn2c(=S)[nH]c3c(N)ncnc32)cc1
14	COc1ccccc1N1CCN(Cc2ccc(O)c3ncccc23)CC1
15	COc1ccc(NC(=O)Nc2cc(C(=O)O)ccc2N2CC3CC(C2)c2cccc(=O)n2C3)c(OC)c1 (configuration not stated)
16	Cc1ccc(NC(=O)c2sccc2C)cc1[N+](=O)[O-]

compound no. | 9 | 10 | 11 | 12 | 13 | 14 | 15 | 16
NOD2 inhibition | -0.8% | -4.9% | 2.7% | -10.8% | 3.8% | 18.8% | -13.6% | -48.6%
KOR beta-arrestin-1 | 6.6% | 2.2% | 2.1% | -12.9% | -2.0% | -2.8% | -2.0% | -0.2%
NOD1 NF-kB reporter | 40.9% | -7.4% | -6.9% | 2.4% | -37.5% | 18.5% | -9.0% | -50.9%
Dengue-2 NS5 capping | -2.0% | 2.0% | -2.4% | 0.0% | -8.2% | -9.6% | 2.7% | -11.2%
AID2073 | ? | -7.2% | 25.0% | 8.4% | -14.4% | -9.2% | 7.8% | 3.2%
HIV fusion peptide | -2.4% | -1.9% | 0.6% | -1.2% | -0.5% | -2.0% | -1.9% | -0.5%
KOR beta-arrestin-2 | -5.6% | 26.4% | 5.1% | -23.7% | 10.0% | -12.2% | -18.0% | 4.6%
West Nile virus CPE | -0.1% | 0.2% | -0.3% | -0.2% | -0.7% | 1.4% | -0.1% | -0.6%
Yfh1-depleted yeast | i | i | i | i | i | 43µM* | / | i

17	CCCn1c(SCC(=O)c2ccc(OC)c(OC)c2)nc2c1c(=O)n(C)c(=O)n2C
18	CCOc1cc(/C=N/Nc2ncnc(Cl)c2N)ccc1O
19	COC(=O)C1=C(C)N(Cc2ccccc2)C(=O)N[C@H]1c1cccs1
20	C/C(=N\NC(=O)c1cccc([N+](=O)[O-])c1)c1cccs1
21	CCc1ccccc1NC(=S)N(CCN(C)C)C(C)c1ccco1 (configuration not stated)
22	CCOC(=O)N1CCC(NC(=O)c2cc(C(=O)Nc3ccc(S(=O)(=O)N4CCOCC4)cc3)ccc2CO)CC1
23	Cc1ccc(C(=O)N2CCN(C)CC2)cc1S(=O)(=O)N1CCCCCC1
24	O=C(Cn1c(=O)n(-c2ccc(F)cc2)c(=O)c2sccc21)NC1CCCCC1

compound no. | 17 | 18 | 19 | 20 | 21 | 22 | 23 | 24
NOD2 inhibition | 10.0% | -33.6% | 12.6% | -13.1% | 16.3% | -5.2% | -6.0% | -0.9%
KOR beta-arrestin-1 | 6.2% | 0.6% | -0.9% | -1.6% | -5.4% | 4.5% | -2.0% | 1.2%
NOD1 NF-kB reporter | 37.3% | -20.0% | -6.1% | -4.6% | -1.8% | -18.0% | -11.8% | -22.3%
Dengue-2 NS5 capping | -7.8% | -4.3% | 2.5% | 2.4% | -1.5% | -0.8% | -7.2% | 1.2%
AID2073 | 1.8% | -5.8% | -5.0% | 25.9% | -15.8% | 28.7% | 8.7% | 4.0%
HIV fusion peptide | 0.2% | 0.8% | -0.8% | -1.8% | -0.8% | 7.9% | -0.7% | 5.4%
KOR beta-arrestin-2 | -29.2% | / | 36.1% | 24.1% | 7.0% | -40.0% | 10.5% | 13.3%
West Nile virus CPE | -0.5% | -0.1% | -0.7% | 0.4% | -0.8% | 0.8% | -0.5% | -0.4%
Yfh1-depleted yeast | i | i | i | i | i | i | / | i

2 of the compounds above, with tabs.
#	compound	NOD2 inhibition	KOR beta-arrestin-1	NOD1 NF-kB reporter	Dengue-2 NS5 capping	AID2073	HIV fusion peptide	KOR beta-arrestin-2	West Nile virus CPE	Yfh1-depleted yeast
20	C/C(=N\NC(=O)c1cccc([N+](=O)[O-])c1)c1cccs1	-13.1%	-1.6%	-4.6%	2.4%	25.9%	-1.8%	24.1%	0.4%	i
21	CCc1ccccc1NC(=S)N(CCN(C)C)C(C)c1ccco1 (configuration not stated)	16.3%	-5.4%	-1.8%	-1.5%	-15.8%	-0.8%	7.0%	-0.8%	i

Entries shown so far that contain a carbonyl joined to an NH by a bond outside any ring, in the order listed:
2	CCCc1ncc(CN2CCC(C(=O)Nc3cccc(-c4cscn4)c3)CC2)cn1
8	CCn1c(SCC(=O)NC2CCCCC2)nnc1-c1ccccc1F
15	COc1ccc(NC(=O)Nc2cc(C(=O)O)ccc2N2CC3CC(C2)c2cccc(=O)n2C3)c(OC)c1 (configuration not stated)
16	Cc1ccc(NC(=O)c2sccc2C)cc1[N+](=O)[O-]
20	C/C(=N\NC(=O)c1cccc([N+](=O)[O-])c1)c1cccs1
22	CCOC(=O)N1CCC(NC(=O)c2cc(C(=O)Nc3ccc(S(=O)(=O)N4CCOCC4)cc3)ccc2CO)CC1
24	O=C(Cn1c(=O)n(-c2ccc(F)cc2)c(=O)c2sccc21)NC1CCCCC1

compound no. | 2 | 8 | 15 | 16 | 20 | 22 | 24
NOD2 inhibition | 41.1% | 2.3% | -13.6% | -48.6% | -13.1% | -5.2% | -0.9%
KOR beta-arrestin-1 | 3.8% | 7.9% | -2.0% | -0.2% | -1.6% | 4.5% | 1.2%
NOD1 NF-kB reporter | -14.8% | -5.6% | -9.0% | -50.9% | -4.6% | -18.0% | -22.3%
Dengue-2 NS5 capping | -3.6% | -3.2% | 2.7% | -11.2% | 2.4% | -0.8% | 1.2%
AID2073 | 7.9% | -10.3% | 7.8% | 3.2% | 25.9% | 28.7% | 4.0%
HIV fusion peptide | -1.8% | 2.1% | -1.9% | -0.5% | -1.8% | 7.9% | 5.4%
KOR beta-arrestin-2 | -56.0% | -31.7% | -18.0% | 4.6% | 24.1% | -40.0% | 13.3%
West Nile virus CPE | -0.6% | -1.1% | -0.1% | -0.6% | 0.4% | 0.8% | -0.4%
Yfh1-depleted yeast | / | / | / | i | i | i | i
